High-throughput results: PubChem, Broad Institute
GSIS activator = GLuc luminescence reporter in INS-1E cells, primary screen for activators of glucose-dependent secretion of insulin | INS-1E GLuc reporter insulin secretion, 2-3 h | activation, % at 16.6 µM | 0.61% of 370,000 active | AID 743287;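 active = lowest replicate activation of at least 40%, so every replicate reaches that level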;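 note: 0% = median of neutral control wells and 100% = median of IBMX positive control wells; some compounds called inactive have numbers as strong as hits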
PGC1a acetyl inh = PGC1a acetylation modulation, inhibitor mode; inhibition, % at 15.6 µM; 0.17% of 350,000 active; U2OS PGC1a acetylation, AlphaScreen anti-acetyl-lysine; with virally co-expressed GCN5 acetyltransferase;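 active = every replicate shows inhibition of at least 40%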;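 note: 0% = neutral control wells and 100% = positive control wells; some results beyond the cut were filed as inactive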
LGR2 inh = inhibitors of bursicon-induced Drosophila LGR2 receptor cAMP signaling; inhibition, % at 9.99 µM; HEK293 LGR2, CRE-luciferase, bursicon-stimulated, 4 h; 0.35% of 380,000 active; AID 720647;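 active = drop in luminescence signal, shown as inhibition above about 50% in the replicate tests, limit read from the data, passing the limit was not always enough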;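 note: agonist challenge used bursicon conditioned medium at about half maximal strength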
An asterisk follows results filed as active. This is a subset; the hit share may differ from the screen's.

What do the screens show for `CN(C)C(=O)C[C@H]1CC[C@@H]2[C@H](COc3ccc(NC(=O)C4CCC4)cc3C(=O)N2C)O1`?
GSIS activator: 12; PGC1a acetyl inh: 7; LGR2 inh: -4

What do the screens show for `O=C(C1CCC1)N1CC2(C1)[C@@H](c1ccccc1)[C@@H](CO)N2C(=O)c1cccnc1`?
GSIS activator: 4; PGC1a acetyl inh: 0; LGR2 inh: -15

How did CCCC#Cc1ccc([C@H]2[C@H]3CN(C(=O)CN4CCOCC4)CC(=O)N3[C@H]2CO)cc1 do in these assays?
GSIS activator: 16; PGC1a acetyl inh: 16; LGR2 inh: -9

How did COc1ccc2c3c([nH]c2c1)[C@H](CO)N(C(=O)Nc1ccc(F)cc1)CC31CN(Cc2nccs2)C1 do in these assays?
GSIS activator: 4; PGC1a acetyl inh: -19; LGR2 inh: -8

Results for COCC(=O)Nc1ccc2c(c1)OC[C@H](C)N(Cc1cc(F)ccc1F)C[C@H](C)[C@@H](OC)CN(C)C2=O ?
GSIS activator: -27; PGC1a acetyl inh: -8; LGR2 inh: -6

How did COc1ccc2c3c([nH]c2c1)[C@@H](CO)N(C(=O)C1CCCC1)CC31CN(C)C1 do in these assays?
GSIS activator: -1; PGC1a acetyl inh: -1; LGR2 inh: -21

What do the screens show for `CCS(=O)(=O)N1CCC2(CC1)CN(S(=O)(=O)c1ccc(C)cc1)[C@H](CO)c1[nH]c3cc(OC)ccc3c12`?
GSIS activator: -17; PGC1a acetyl inh: 5; LGR2 inh: -3

Results for CC(C)NC(=O)N1CC2(C1)[C@@H](c1ccccc1)[C@@H](CO)N2C(=O)C1CC1 ?
GSIS activator: 6; PGC1a acetyl inh: -13; LGR2 inh: 4

How did CN(C)C(=O)c1cccc(-c2ccc([C@H]3[C@H](CO)N4C(=O)CN(C(=O)C5CCC5)C[C@@H]34)cc2)c1 do in these assays?
GSIS activator: 4; PGC1a acetyl inh: -4; LGR2 inh: -4

Results for COc1ccc2c3c([nH]c2c1)[C@@H](CO)N(C(=O)Nc1ccc(F)cc1)CC31CCN(C(=O)Nc2ccc3c(c2)OCO3)CC1 ?
GSIS activator: -6; PGC1a acetyl inh: 1; LGR2 inh: -18

What do the screens show for `C[C@H](CO)N1C[C@H](C)[C@@H](CN(C)S(=O)(=O)c2cn(C)cn2)Oc2c(NS(=O)(=O)c3ccc(Cl)cc3)cccc2C1=O`?
GSIS activator: -1; PGC1a acetyl inh: 0; LGR2 inh: -4

What do the screens show for `O=C(C[C@@H]1C=C[C@H](NC(=O)c2ccncc2)[C@@H](CO)O1)Nc1ccccc1`?
GSIS activator: -6; PGC1a acetyl inh: -3; LGR2 inh: 8

How did CCCNC(=O)N1CC2(C1)CN(C(=O)CC1CC1)[C@@H](CO)c1[nH]c3cc(OC)ccc3c12 do in these assays?
GSIS activator: 2; PGC1a acetyl inh: 11; LGR2 inh: -5

Results for COc1ccc2c3c(n(C)c2c1)[C@@H](CO)N(C(C)=O)CC31CCN(S(=O)(=O)c2ccccc2)CC1 ?
GSIS activator: -5; PGC1a acetyl inh: 1; LGR2 inh: 0

How did COCC(=O)Nc1ccc2c(c1)OC[C@H](C)N(CC1CC1)C[C@H](C)[C@@H](OC)CN(C)C2=O do in these assays?
GSIS activator: 3; PGC1a acetyl inh: 12; LGR2 inh: -9

For convenience, seven of the compounds above:
How did COc1ccc2c3c([nH]c2c1)[C@H](CO)N(C(=O)Nc1ccc(F)cc1)CC31CN(Cc2nccs2)C1 do in these assays?
GSIS activator: 4; PGC1a acetyl inh: -19; LGR2 inh: -8

Results for COCC(=O)Nc1ccc2c(c1)OC[C@H](C)N(Cc1cc(F)ccc1F)C[C@H](C)[C@@H](OC)CN(C)C2=O ?
GSIS activator: -27; PGC1a acetyl inh: -8; LGR2 inh: -6

How did COc1ccc2c3c([nH]c2c1)[C@@H](CO)N(C(=O)C1CCCC1)CC31CN(C)C1 do in these assays?
GSIS activator: -1; PGC1a acetyl inh: -1; LGR2 inh: -21

What do the screens show for `CCS(=O)(=O)N1CCC2(CC1)CN(S(=O)(=O)c1ccc(C)cc1)[C@H](CO)c1[nH]c3cc(OC)ccc3c12`?
GSIS activator: -17; PGC1a acetyl inh: 5; LGR2 inh: -3

Results for CC(C)NC(=O)N1CC2(C1)[C@@H](c1ccccc1)[C@@H](CO)N2C(=O)C1CC1 ?
GSIS activator: 6; PGC1a acetyl inh: -13; LGR2 inh: 4

How did CN(C)C(=O)c1cccc(-c2ccc([C@H]3[C@H](CO)N4C(=O)CN(C(=O)C5CCC5)C[C@@H]34)cc2)c1 do in these assays?
GSIS activator: 4; PGC1a acetyl inh: -4; LGR2 inh: -4

Results for COc1ccc2c3c([nH]c2c1)[C@@H](CO)N(C(=O)Nc1ccc(F)cc1)CC31CCN(C(=O)Nc2ccc3c(c2)OCO3)CC1 ?
GSIS activator: -6; PGC1a acetyl inh: 1; LGR2 inh: -18

(next part)
Results for O=C(NCCc1ccccc1)[C@@H]1N[C@@H]2c3ccc(-c4ccc(F)cc4)c(=O)n3C[C@@H]2[C@H]1CO ?
GSIS activator: 5; PGC1a acetyl inh: 14; LGR2 inh: 5

What do the screens show for `CCC(=O)N1CCC2(CC1)CN(C(=O)Nc1ccccc1F)[C@@H](CO)c1c2c2ccc(OC)cc2n1C`?
GSIS activator: -20; PGC1a acetyl inh: -5; LGR2 inh: -3

What do the screens show for `CCCC(=O)N1CC2(CN(S(=O)(=O)CC)C2)c2c(n(C)c3cc(OC)ccc23)[C@H]1CO`?
GSIS activator: 10; PGC1a acetyl inh: 2; LGR2 inh: -17

Results for CC(C)NC(=O)N(C)C[C@H]1Oc2ccc(NS(=O)(=O)c3cccs3)cc2C(=O)N([C@H](C)CO)C[C@H]1C ?
GSIS activator: 10; PGC1a acetyl inh: -2; LGR2 inh: -13

Results for O=C(c1ccccn1)N1CC(=O)N2[C@H](CO)[C@H](c3ccc(C#CCc4ccccc4)cc3)[C@@H]2C1 ?
GSIS activator: -9; PGC1a acetyl inh: -10; LGR2 inh: -12

How did COc1ccc2c3c(n(C)c2c1)[C@H](CO)N(Cc1ccc2c(c1)OCO2)CC31CCN(C)CC1 do in these assays?
GSIS activator: 8; PGC1a acetyl inh: -7; LGR2 inh: -2

What do the screens show for `C[C@@H]1CCCCO[C@@H](CN(C)C(=O)Nc2ccc3c(c2)OCO3)[C@@H](C)CN([C@@H](C)CO)C(=O)c2cc(NC(=O)NC3CCCCC3)ccc2O1`?
GSIS activator: -1; PGC1a acetyl inh: -1; LGR2 inh: -2

How did COc1ccc2c3c(n(C)c2c1)[C@@H](CO)N(Cc1cccc(F)c1)CC31CN(C)C1 do in these assays?
GSIS activator: 17; PGC1a acetyl inh: 6; LGR2 inh: 0

How did COc1ccc2c3c([nH]c2c1)[C@@H](CO)N(C)CC31CN(C(=O)C2CC2)C1 do in these assays?
GSIS activator: 11; PGC1a acetyl inh: 7; LGR2 inh: -22

Results for CO[C@H]1CN(C)C(=O)c2ccc(NC(=O)CC(F)(F)F)cc2OC[C@H](C)N(C(=O)C2CCOCC2)C[C@@H]1C ?
GSIS activator: 3; PGC1a acetyl inh: 13; LGR2 inh: -8

How did CS(=O)(=O)N1CC(=O)N2[C@H](CO)[C@H](c3ccc(C#CC4CCCC4)cc3)[C@H]2C1 do in these assays?
GSIS activator: 6; PGC1a acetyl inh: -13; LGR2 inh: 2

What do the screens show for `CCCC(=O)Nc1ccc2c(c1)OC[C@H](C)N(S(=O)(=O)c1cn(C)cn1)C[C@H](C)[C@@H](OC)CN(C)C2=O`?
GSIS activator: 7; PGC1a acetyl inh: 10; LGR2 inh: 11

What do the screens show for `COc1ccc2c3c([nH]c2c1)[C@@H](CO)NCC31CN(C(=O)c2ccccc2)C1`?
GSIS activator: 26; PGC1a acetyl inh: -6; LGR2 inh: -19

What do the screens show for `CC(=O)N1[C@@H](CO)[C@H](c2ccccc2)C12CN(C(=O)c1ccc3c(c1)OCO3)C2`?
GSIS activator: 0; PGC1a acetyl inh: 3; LGR2 inh: 1

Results for COCC(=O)N1CC2(C1)[C@@H](c1ccc(-c3ccccc3)cc1)[C@@H](CO)N2C(C)=O ?
GSIS activator: -7; PGC1a acetyl inh: 0; LGR2 inh: 0

Results for N#C[C@H]1[C@H](c2ccccc2-c2ccccc2)[C@@H](CO)N1C(=O)Cc1ccncc1 ?
GSIS activator: -1; PGC1a acetyl inh: 13; LGR2 inh: 0

What do the screens show for `COc1ccc2c3c([nH]c2c1)[C@@H](CO)N(Cc1ccc(F)cc1)CC31CN(C(=O)NC(C)C)C1`?
GSIS activator: -1; PGC1a acetyl inh: 0; LGR2 inh: 8

Results for COCC(=O)N1CC2(CCN(Cc3ccccc3)CC2)c2c([nH]c3cc(OC)ccc23)[C@H]1CO ?
GSIS activator: 7; PGC1a acetyl inh: -6; LGR2 inh: -2

Results for COCC(=O)N(C[C@H]1N[C@H](CO)[C@@H]1c1ccc(-c2cncnc2)cc1)C(C)C ?
GSIS activator: 4; PGC1a acetyl inh: 5; LGR2 inh: -9

What do the screens show for `COc1ccc2c3c(n(C)c2c1)[C@@H](CO)N(C(=O)CN1CCOCC1)CC31CN(C(C)=O)C1`?
GSIS activator: 15; PGC1a acetyl inh: 10; LGR2 inh: -6

What do the screens show for `COc1ccc2c3c([nH]c2c1)[C@H](CO)N(C(=O)Nc1ccccc1F)CC31CN(C(C)=O)C1`?
GSIS activator: 3; PGC1a acetyl inh: -4; LGR2 inh: -22

How did CCCN1[C@@H]2c3ccc(-c4ccc(F)cc4)c(=O)n3C[C@H]1[C@H](CO)[C@H]2C(=O)NCC do in these assays?
GSIS activator: 8; PGC1a acetyl inh: 5; LGR2 inh: -13

How did COc1ccc(S(=O)(=O)Nc2cccc3c2O[C@H](CN(C)C(=O)Nc2cccc4ccccc24)[C@H](C)CN([C@@H](C)CO)C3=O)cc1 do in these assays?
GSIS activator: -5; PGC1a acetyl inh: 2; LGR2 inh: -2

How did O=C(NC1CCCC1)N1CC(=O)N2[C@H](C1)[C@@H](c1ccc(-c3ccc(F)cc3)cc1)[C@@H]2CO do in these assays?
GSIS activator: -2; PGC1a acetyl inh: 10; LGR2 inh: 7

Results for N#C[C@H]1[C@H](c2ccccc2-c2ccccc2)[C@@H](CO)N1C(=O)NC1CCCCC1 ?
GSIS activator: -10; PGC1a acetyl inh: 6; LGR2 inh: 3

How did C[C@@H]1CN([C@@H](C)CO)C(=O)c2cccc(NC(=O)C3CCCCC3)c2O[C@@H]1CN(C)Cc1ccc(-c2ccccc2)cc1 do in these assays?
GSIS activator: -21; PGC1a acetyl inh: 8; LGR2 inh: 9

How did CCCNC(=O)N1[C@H](C#N)[C@H](c2ccccc2C2=CCCCC2)[C@@H]1CO do in these assays?
GSIS activator: -11; PGC1a acetyl inh: -27; LGR2 inh: -13

How did COc1ccc(S(=O)(=O)N(C)C[C@H]2Oc3c(NC(=O)Nc4c(C)noc4C)cccc3C(=O)N([C@@H](C)CO)C[C@@H]2C)cc1 do in these assays?
GSIS activator: 7; PGC1a acetyl inh: 9; LGR2 inh: -6

What do the screens show for `COCC(=O)N1CC2(C1)[C@@H](c1ccc(-c3ccccc3)cc1)[C@@H](CO)N2C(=O)COC`?
GSIS activator: -1; PGC1a acetyl inh: 5; LGR2 inh: 6

What do the screens show for `COc1ccc2c3c([nH]c2c1)[C@H](CO)N(C(=O)CC1CC1)CC31CN(Cc2cccnc2)C1`?
GSIS activator: -5; PGC1a acetyl inh: -2; LGR2 inh: -4

How did CCCC(=O)N1CC2(CN(S(C)(=O)=O)C2)c2c([nH]c3cc(OC)ccc23)[C@H]1CO do in these assays?
GSIS activator: 1; PGC1a acetyl inh: -3; LGR2 inh: -14

Results for CC(C)CC#Cc1ccc([C@H]2[C@@H](CO)N3C(=O)CN(S(=O)(=O)c4cccc(F)c4)C[C@@H]23)cc1 ?
GSIS activator: -10; PGC1a acetyl inh: 2; LGR2 inh: -3

How did O=C(OCC(=O)c1ccc[nH]1)c1ccc(S(=O)(=O)N2CCCCCC2)cc1 do in these assays?
GSIS activator: 1; PGC1a acetyl inh: 9; LGR2 inh: -7

How did COCC(=O)N1CC2(C1)CN(Cc1cccc(Cl)c1)[C@H](CO)c1[nH]c3cc(OC)ccc3c12 do in these assays?
GSIS activator: -7; PGC1a acetyl inh: 7; LGR2 inh: 7

Results for O=C1CN(S(=O)(=O)Cc2ccccc2)C[C@H]2[C@H](c3ccc(C#Cc4cccnc4)cc3)[C@@H](CO)N12 ?
GSIS activator: -18; PGC1a acetyl inh: 14; LGR2 inh: 19

Results for COc1ccc2c3c(n(C)c2c1)[C@@H](CO)N(Cc1ccc2c(c1)OCO2)CC31CN(C(C)=O)C1 ?
GSIS activator: 2; PGC1a acetyl inh: -6; LGR2 inh: -13

Results for O=C(C[C@@H]1C=C[C@@H](NS(=O)(=O)c2ccc(F)cc2)[C@@H](CO)O1)NCc1ccccc1F ?
GSIS activator: 8; PGC1a acetyl inh: -2; LGR2 inh: 12

Results for CO[C@@H]1CN(C)C(=O)c2ccc(NC(=O)C3CCC3)cc2OC[C@@H](C)N(CC2CCCCC2)C[C@H]1C ?
GSIS activator: -20; PGC1a acetyl inh: -1; LGR2 inh: 19

Results for CCCC(=O)N1CC2(C1)CN(Cc1cccnc1)[C@H](CO)c1[nH]c3cc(OC)ccc3c12 ?
GSIS activator: -3; PGC1a acetyl inh: 4; LGR2 inh: 13
